Compound activity deposited in PubChem by National Center for Advancing Translational Sciences (NCATS).
HT1080 IDH1KD tx = toxicity to HT-1080 IDH1 knockdown cells (counter line) | HT-1080 IDH1 knockdown viability, ATP luminescence, 48 h | Potency, µM (highest dose often 46.1 µM), for inactives: at the highest dose activity, negative = toxicity, actives largely listed as cytotoxic | 360,000 compounds, 2% hits | AID 686971;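 also: potency is read from the fitted curve at half-maximal effect; 0% = DMSO wells and -100% = cell-free medium wells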
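% activity derives from luminescence (CellTiter-Glo), normalised to DMSO and no-cell wells. HT-1080-IDH1KD cells, 750/well, had 48 h compound exposure at 37 °C.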
D3 ag = D3 dopamine receptor (human) agonism | max activation, % | D3R DiscoveRx beta-arrestin cells, luminescence, 90 min | 410,000 compounds, 0.58% hits | P35462 | AID 652048; in the data active = max activation above about 30%; also: 0% is about no effect; mostly tested at two doses, the higher about 12 µM
Target sequence (P35462 whole entry, looked up): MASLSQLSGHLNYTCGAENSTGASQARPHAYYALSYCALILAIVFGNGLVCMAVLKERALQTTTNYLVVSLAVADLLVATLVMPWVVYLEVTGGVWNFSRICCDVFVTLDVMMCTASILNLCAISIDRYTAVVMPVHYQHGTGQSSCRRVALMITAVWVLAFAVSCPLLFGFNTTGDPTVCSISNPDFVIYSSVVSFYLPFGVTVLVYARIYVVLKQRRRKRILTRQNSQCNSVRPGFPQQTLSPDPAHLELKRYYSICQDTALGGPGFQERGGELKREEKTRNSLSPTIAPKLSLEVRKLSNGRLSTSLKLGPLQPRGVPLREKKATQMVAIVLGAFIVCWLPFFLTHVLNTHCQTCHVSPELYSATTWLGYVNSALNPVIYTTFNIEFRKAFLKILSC
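Agonist mode: compounds and dopamine controls were applied to plated cells for 90 min at 37 degrees C after an overnight attachment at 1500 cells/well. Luminescent read-out followed 30 - 60 minutes at room temperature with DiscoveRx detection reagent.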
HT1080NT lethal = kills 2HG-producing HT-1080-NT fibrosarcoma cells. HT-1080-NT fibrosarcoma viability, CellTiter-Glo ATP luminescence, 48 h. Potency, µM (doses to about 46.1 µM), for the others: top-dose activity, negative = less viability, most hits filed as cytotoxic. 360,000 compounds, 1.6% hits;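 also: NT is the 2HG producing partner of a matched IDH1 knockdown line; potency is read from the fitted curve at half-maximal effect; 0% = DMSO-treated cells and -100% = media-only wells without cells; nearly all actives have a fitted effect of over 55% in size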
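Luminescent CellTiter-Glo readout after 48 hours of compound exposure at 37 degrees C defined viability of HT-1080-NT cells. Activity was normalized to DMSO wells and cell-free media wells; concentration-response curves were fitted and assigned curve classes.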
SW480 rereplic = DNA re-replication induction in SW480 cells | 340,000 compounds, 1.8% hits | AID 624297 | Potency, µM (highest dose often 46.1 µM), without a hit: top-dose re-replication activation, hits mostly activators | SW480 DNA re-replication, Hoechst DNA content imaging, 48 h; also: potency is read from the fitted curve at half-maximal effect; % of control where 0% means no effect; nearly all actives have a fitted effect of over 55% in size
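250 cells/well; 23 nL cpd via pin tool; 48 hr, 37 C, 5% CO2; Hoechst 40 min; imager read of total nuclear intensity, ex 405/em 500-530 nm.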
KB-V1 MDR tox = kills drug-selected multidrug resistant KB-V1 cells | KB-V1 MDR cells viability, CellTiter-Glo, 72 h | Potency, µM (doses to about 46.1 µM), for inactives: top-dose activity change, negative = cytotoxicity, hits mostly cytotoxic | 400,000 compounds, 3.4% hits; also: potency is read from the fitted curve at half-maximal effect; % is scaled to controls: 0 for no effect and ±100 for the full control effect; nearly all actives have a fitted effect of over 60% in size
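Cytotoxicity toward P-gp-expressing KB-V1 cells was determined as loss of CellTiter-Glo luminescence after 72 h at 37 degrees C. Compounds were tested in quantitative HTS format across a concentration range, with curves fitted to normalized data.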
IL1B secr inh = inflammasome signaling inhibition, IL-1 beta readout | THP-1 LPS/ATP IL-1B secretion, AlphaLISA, 16 h; hits give low values | activity change, % at 57.5 µM | 360,000 compounds, 4.7% hits; in the data active = activity change below about -50%; inconclusive = mostly about -30% to -49%; also: % is scaled to controls: 0 for no effect and ±100 for the full control effect
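Secreted IL-1B measured by AlphaLISA bead assay after 16 h compound exposure of THP-1 cells; compounds (final up to 57.5 uM) added 1 h before LPS (250 ng/mL) and ATP (1.25 mM) stimulation; lower signal means less secretion.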
KB-3-1 tox = KB-3-1 parental cell cytotoxicity. KB-3-1 viability, CellTiter-Glo ATP luminescence, 72 h. Potency, µM (highest dose often 46.1 µM), without a hit: at the highest dose activity change, negative = cytotoxic, most hits filed as cytotoxic. 400,000 compounds, 1.4% hits; also: potency is read from the fitted curve at half-maximal effect; % is scaled to controls: 0 for no effect and ±100 for the full control effect; nearly all actives have a fitted effect of over 60% in size
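Cytotoxicity in the drug-sensitive parental line KB-3-1 was scored as loss of CellTiter-Glo luminescence following 72 h incubation with compound. Values come from curve fitting of normalized concentration-response data.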
GLP1R cytotox = cytotoxicity in counter-screen for GLP-1R inverse agonists; HEK293 cAMP-luciferase reporter cells, luminescence, 24 h; Potency, µM (highest dose often 38.3 µM), without a hit: at the top dose activity change, negative = inhibition, hits mostly inhibitors; 410,000 compounds, 0.13% hits; AID 624418;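 also: loss of luciferase light is scored as toxicity; potency is read from the fitted curve at half-maximal effect; % is scaled to controls: 0 for no effect and ±100 for the full control effect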
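A 23 nL compound transfer followed 12 hours of cell culture at 37 deg C; exposure then lasted 24 hr. Luciferase assay detection reagent was dispensed and plates read for luminescence after a 12 min room-temperature wait.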
MCF10A rereplic = induces DNA re-replication in MCF 10a normal breast cells; 350,000 compounds, 2.9% hits; MCF 10A DNA re-replication, Hoechst nuclear intensity, 48 h; Potency, µM (titrated, usually from 46.1 µM), inactives show top-dose activity, positive = re-replication, actives largely listed as activators; also: potency is read from the fitted curve at half-maximal effect; % of control where 0% means no effect; nearly all actives have a fitted effect of over 50% in size
* marks the source's active call; other numbers are inactive results; ? = inconclusive; . = no result given; & = joins results of further samples; [ ] = another dose, or the depositor's remark. Unless noted, calls follow the shape of the dose curve; as a rule, active = well fitted curve in the direction sought with a large enough effect; inconclusive = small, poorly fitted or top-dose-only effect, or another doubt; inactive = no such curve, though single readings can be large; an effect the other way counts as inactive or inconclusive.

SMILES	HT1080 IDH1KD tx	D3 ag	HT1080NT lethal	SW480 rereplic	KB-V1 MDR tox	IL1B secr inh	KB-3-1 tox	GLP1R cytotox	MCF10A rereplic
CCOc1c(Cl)cc(CNCC(C)C)cc1Cl	5.9%	-4.9	6.8%	-2.6%	-28.7%	-0.8	-2.0%	-2.2%	-3.2%
O=[N+]([O-])c1ccccc1S(=O)(=O)Nc1ccc(S(=O)(=O)Nc2nccs2)cc1	-26.3%	-11.9	-23.3%	-25.5%	9.6%	-15.7	-15.8%	20.2%	1.2%
CCCCOc1ccc(N(CC(=O)NCc2ccccc2)C(=O)c2csnn2)cc1	-15.7%	-1.1	-3.5%	2.0%	?	-8.7	-8.1%	5.8%	?
COc1ccccc1OCc1ccc(C(=O)N2CCOCC2)o1	10.8%	3.8	13.2%	?	?	14.0	19.9%	-2.4%	-75.6%[inhibitor]
Cc1ccn(CCC(=O)NC2CCCc3c2cnn3-c2cccc(C)c2C)n1 (stereo not drawn)	2.3%	0.1	2.3%	3.1%	-4.2%	9.7	?	-2.3%	0.4%
Cc1cc(C)cc(NCc2ccncc2)c1	-1.2%	-1.1	-8.3%	0.1%	-2.0%	10.1	-3.1%	-6.3%	-3.3%
COc1cc(NC(=O)[C@@H](NC(=O)c2ccco2)C(C)C)c(OC)cc1NC(=O)c1ccccc1	8.1%	1.5	6.0%	0.9%	-2.4%	32.0	10.9%	-3.3%	17.0%
COc1ncnc2c1cnn2-c1ccccc1	22.4%	-0.8	10.5%	0.4%	-5.8%	?	-6.7%	-14.7%	5.7%
CCOc1ccc(N=C2SC(C(=O)Nc3ccccc3C#N)C(N)=C2C(=O)Nc2ccc(Cl)cc2)cc1 (stereo not drawn)	8.5%	-23.5	10.2%	-1.7%	8.2%	0.0	4.6%	-14.8%	?
Cc1cc(C)c(NC(=O)c2cc3sc(Cl)cc3n2C)c(C)c1	.	-1.8	.	.	0.0%	.	1.7%	-0.1%	.
C=CCC[C@@H](Cc1ccc(F)cc1)C(=O)OCCNC(=O)[C@H](CC=C)CC(=O)NCCO	3.7%	1.5	3.8%	-47.4%[inhibitor]	0.0%	-12.7	0.0%	-0.7%	0.5%
O=C1OC[C@@H]2CCCN2C(=O)[C@H](CC(=O)N(CCO)Cc2ccccc2)C/C=C\CC[C@H]1Cc1ccc(F)cc1	-5.5%	-0.4	-1.2%	-0.3%	0.0%	-29.0	7.5%	0.0%	-2.7%
CN(CCc1ccccc1)C(=O)c1cccc(NC(=O)Cc2cccc(NC(=O)C3CCN(C(=O)C4CCCC4)CC3)c2)c1	-7.2%	-22.0	-3.1%	20.2%	-6.4%	-16.3	?	1.1%	-2.9%
COc1ccc(C(=O)Nc2nnc(-c3ccco3)s2)cc1	21.7%	2.7	-3.5%	?	4.3%	-1.3	10.1%	?	8.0%
Cn1c2ccccc2c2nnc(SCC(=O)NC3CC3)nc21	9.5%	-7.1	?	-46.3%[inhibitor]	5.5%	-3.8	2.2%	0.4%	-3.1%
Cc1ccc(C(=O)N2CCc3cc4c(cc3C2C)OCCCO4)cc1 (stereo not drawn)	?	-3.0	?	14.0%	?	-16.0	-26.3%	-20.7%	?
CC(C)Oc1ccc(-c2nc(NCC3CCCO3)c3ccccc3n2)cc1 (stereo not drawn)	?	-1.8	-13.2%	?	-0.9%	-78.5*	0.0%	?	?
COc1ccc(-c2nc3c(Cl)cc(C(F)(F)F)cn3c2Cc2ccc(C)cc2)cc1OC	?	3.1	?	.	0.0%	6.4	-9.8%	0.2%	.
COc1cc(C)cc2oc(=O)c(CC(=O)N3CCN(C(=O)C4COc5ccccc5O4)CC3)c(C)c12 (stereo not drawn)	2.3%	7.1	-1.7%	?	-15.6%	?	-8.6%	-15.7%	11.8%
Cc1cc(C)c(NC(=O)COC(=O)C2=COCCO2)c(C)c1	5.3%	-6.6	6.3%	.	27.4%	6.7	-0.4%	4.4%	.
Cc1cc(=O)n2nc(N3CCC(C(=O)NCCc4ccccc4)CC3)sc2n1	4.6%	-6.9	10.3%	-7.1%	18.9%	23.2	19.2%	4.3%	1.0%
CCOc1ccc(-n2nc3ccc(N)cc3n2)cc1	0.7%	2.6	3.9%	?	-4.0%	0.6	-8.0%	45.0%[activator]	18.4µM*
COc1ccc(C(=O)NCCSCc2ccc(Cl)cc2)cc1OC	2.2%	7.3	0.4%	-2.4%	-6.1%	0.0	1.3%	-3.4%	?
Cc1ccc(CNC(=O)c2nn(C)c3c2CS(=O)(=O)c2ccccc2-3)cc1	3.4%	-3.5&0.8	25.7%	-6.0%	-37.4%&-2.7%	-52.6*	4.7%&4.8%	0.9%&-7.4%	0.2%
CCS(=O)(=O)N1CCCC(C(=O)NCc2ccc3c(c2)OCO3)C1 (stereo not drawn)	7.8%	7.5	13.6%	12.6%	1.7%	5.2	9.9%	-2.5%	-2.5%
COc1ccc(OC(F)(F)F)cc1CC1(C)C(=O)Nc2c(Cl)ccc(Cl)c21 (stereo not drawn)	?	5.3	?	.	-18.3%	-11.0	-13.1%	0.2%	.
CCN(CC)CCCN(Cc1cc2cc3c(cc2[nH]c1=O)OCO3)C(=S)NCCOC	3.6%	1.7	-8.4%	-1.8%	-18.6%	-12.4	-1.2%	0.6%	7.9%
NNc1nc2cc3c(cc2s1)OCCO3	-3.5%	-0.6	-5.5%	-5.4%	19.4%	-4.7	-4.0%	-2.0%	-8.7%
Cn1nc(C(=O)NNC(=O)CCc2ccccc2Cl)c2ccccc2c1=O	5.3%	0.4	5.4%	-3.6%	16.0%	-11.8	20.7%	0.2%	-0.5%
CCOC(=O)c1oc2c(CN3CCN(C)CC3)c(O)ccc2c(=O)c1-c1ccccc1OC	3.0%	3.3	-9.2%	-4.9%	17.0%	1.7	22.3%	-9.5%	11.4%

Structures above that contain a CF3 group, in the order listed:
SMILES	HT1080 IDH1KD tx	D3 ag	HT1080NT lethal	SW480 rereplic	KB-V1 MDR tox	IL1B secr inh	KB-3-1 tox	GLP1R cytotox	MCF10A rereplic
COc1ccc(-c2nc3c(Cl)cc(C(F)(F)F)cn3c2Cc2ccc(C)cc2)cc1OC	?	3.1	?	.	0.0%	6.4	-9.8%	0.2%	.
COc1ccc(OC(F)(F)F)cc1CC1(C)C(=O)Nc2c(Cl)ccc(Cl)c21 (stereo not drawn)	?	5.3	?	.	-18.3%	-11.0	-13.1%	0.2%	.

Additional entries follow.
SMILES	HT1080 IDH1KD tx	D3 ag	HT1080NT lethal	SW480 rereplic	KB-V1 MDR tox	IL1B secr inh	KB-3-1 tox	GLP1R cytotox	MCF10A rereplic
Cc1nnc2c3ccccc3c(-c3cccs3)nn12	?	0.1	-28.3%	1.4%	?	-11.5	?	-3.3%	18.9%
CC(C)C1CC(CCN)(c2ccccc2)CCO1 (stereo not drawn)	3.6%	0.1	-8.8%	-4.6%	-7.2%	-15.1	-3.9%	7.4%	1.0%
OC12CCCCC1C(c1ccc3c(c1)OCO3)N(Cc1cccc(F)c1)CC2 (stereo not drawn)	-12.8%	-5.7	-15.3%	13.4%	?	-3.2	?	-2.3%	?
O=C1CCCCCN1C(=O)c1cccc(C(=O)N2CCCCCC2=O)c1	7.6%	8.3	12.0%	-1.0%	?	22.7	13.2%	4.7%	1.1%
CCOC(=O)c1sc(C)c2c1NC(C)(c1ccccc1)NC2=O (stereo not drawn)	-12.2%	-4.3	-4.9%	-4.8%	-6.3%	-9.9	-1.5%	60.3%[activator]	-7.8%
O=C(NCc1ccccc1)c1cc(C2CCCCN2C(=O)c2ccc(Cl)cc2)on1 (stereo not drawn)	10.1%	2.8	16.5%	.	2.7%	-5.6	0.0%	-12.2%	.
O=C(OCn1nnc2ccccc2c1=O)c1cccnc1	13.2%	0.9	18.6%	0.2%	4.1%	0.0	6.0%	-0.3%	-0.4%
CCCCCCN1CCN(C2CN(Cc3cn(Cc4ccccc4)nn3)S(=O)(=O)C2)CC1 (stereo not drawn)	-0.4%	-10.1	0.8%	.	-2.0%	-14.6	-11.6%	-2.0%	.
O=C(CSc1ncnc2[nH]ncc12)Nc1nc(-c2ccc(F)c(F)c2)cs1	-5.6%	24.2	-18.3%	?	?	-67.9*	-27.2%	-23.1%	?
CNC(=O)c1ccsc1NC(=O)CN1C(=O)CCC1=O	11.9%	2.4	-2.3%	-6.0%	-19.6%	33.0	-10.2%	3.1%	0.7%
Cc1ccc(-n2c(C)cc(C(=O)CSc3n[nH]c(N)n3)c2C)cc1	?	38.6*	0.6%	-23.0%	0.0%	9.4	20.6µM*	-17.1%	13.3%
CC1CCN(S(=O)(=O)c2cccc(C(=O)Oc3ccc([N+](=O)[O-])cc3)c2)CC1	-4.2%	-8.1	-0.5%	-0.6%	6.4%	6.6	11.1%	21.5%	-3.8%
O=C(NC1CCCCC1)c1noc2c1CCCCC2	?	-44.5	12.9%	-3.7%	?	-17.5	-13.3%	7.3%	-7.5%
O=C(NC1CCCC1)C1C(c2ccc(C(F)(F)F)cc2)=Nc2ccccc2N1C(=O)c1cccc2ccccc12 (stereo not drawn)	2.7%	-8.1	17.6%	.	?	-6.7	-29.8%	-3.7%	.
Cc1cc(C)c(S(=O)(=O)NCC2CCC(C(=O)NCc3ccccn3)CC2)c(C)c1 (stereo not drawn)	17.4%	0.0	9.6%	-10.3%	?	-0.4	0.4%	10.4%	-1.3%
O=C(COc1cccc(C(F)(F)F)c1)NNC(=O)c1ccc(=O)[nH]c1	4.4%	-1.9	6.4%	-26.5%	-8.5%	7.5	16.8%	0.8%	-9.1%
c1ccc(-c2sc3ccccc3c2-c2ccc(OCCN3CCCCC3)cc2)cc1	2.0%	5.6	-1.8%	-7.4%	-2.0%	-8.3	-2.5%	?	0.8%
Cc1ccc(-c2c(=O)n(O)c3ccccc3[n+]2[O-])cc1	11.3%	4.3	1.9%	-7.7%	13.7%	3.4	2.7%	39.8%[activator]	-4.9%
